Bioassay records as filed in PubChem BioAssay.
EPAC1 antag: blocks human EPAC1 exchange factor; Potency, µM (series often up to 115 µM), for the others: at the highest dose activity change, negative = inhibition, usual class: inhibitors; AID 720709; 360,000 compounds, 0.14% hits; EPAC1 GEF assay, Rap1b-BODIPY-GDP exchange fluorescence;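 also: potency is read from the fitted curve at half-maximal effect; plate controls were vehicle for no effect and positive control for full effect; nearly all actives have a fitted effect of over 50% in size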
Target sequence (O95398 whole entry, looked up): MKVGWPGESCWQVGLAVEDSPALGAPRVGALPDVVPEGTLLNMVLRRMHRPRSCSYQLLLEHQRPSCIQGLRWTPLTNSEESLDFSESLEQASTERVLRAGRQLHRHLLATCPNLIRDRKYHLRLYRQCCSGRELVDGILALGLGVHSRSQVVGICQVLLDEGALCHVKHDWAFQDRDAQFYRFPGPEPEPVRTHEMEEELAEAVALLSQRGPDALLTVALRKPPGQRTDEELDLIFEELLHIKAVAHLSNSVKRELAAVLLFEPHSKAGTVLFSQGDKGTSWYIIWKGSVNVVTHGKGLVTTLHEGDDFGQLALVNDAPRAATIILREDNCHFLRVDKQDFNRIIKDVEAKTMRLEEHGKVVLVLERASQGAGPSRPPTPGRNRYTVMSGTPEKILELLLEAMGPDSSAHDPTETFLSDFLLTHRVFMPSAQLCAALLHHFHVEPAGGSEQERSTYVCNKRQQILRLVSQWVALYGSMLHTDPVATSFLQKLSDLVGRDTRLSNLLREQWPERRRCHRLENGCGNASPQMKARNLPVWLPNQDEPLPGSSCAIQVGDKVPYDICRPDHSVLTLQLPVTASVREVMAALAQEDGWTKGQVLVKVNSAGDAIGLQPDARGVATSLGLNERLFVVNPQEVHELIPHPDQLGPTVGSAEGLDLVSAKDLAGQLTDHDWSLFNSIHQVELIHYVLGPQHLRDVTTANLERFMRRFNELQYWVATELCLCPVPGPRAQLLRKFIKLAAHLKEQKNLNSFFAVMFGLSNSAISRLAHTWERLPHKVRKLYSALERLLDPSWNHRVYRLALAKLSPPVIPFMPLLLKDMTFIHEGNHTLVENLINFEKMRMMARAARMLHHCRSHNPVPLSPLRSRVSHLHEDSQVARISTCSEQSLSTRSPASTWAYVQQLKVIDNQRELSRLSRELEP
EPAC1 ag: EPAC1 (human) agonism; 360,000 compounds, 0.073% hits; AID 720707; Potency, µM (top dose mostly 154 µM), inactives show at the top dose activation, hits mostly activators; EPAC1 agonist qHTS, biochemical assay; response scale: 100% = response to 6.5 mM cAMP; also: potency is read from the fitted curve at half-maximal effect; nearly all actives have a fitted effect of over 60% in size
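Read-out is the fluorescence drop as BODIPY-GDP leaves Rap1B (480 nm excitation, 540 nm emission), recorded every 5 minutes over 30 minutes. Reactions held 100 nM EPAC1, 250 nM Rap1B–BODIPY-GDP and 50 uM GDP, with 6.5 mM cAMP setting full activation.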
FUS yeast rescue: rescues growth of FUS-expressing yeast | Potency, µM (series often up to 76.6 µM), inactives show at the top dose growth rescue (activation), actives largely listed as activators | S. cerevisiae FUS-expressing, growth rescue, OD600, 24 h | 390,000 compounds, 0.24% hits;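 also: potency is read from the fitted curve at half-maximal effect; plate controls were DMSO vehicle for no effect and reference control for full effect; nearly all actives have a fitted effect of over 55% in size; some results filed as inactive show a strong effect at the top dose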
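Compound concentration series was pinned onto galactose-induced FUS-expressing yeast seeded at OD 0.005. Plates sat 24hr at 30C; absorbance at 600 nm gave growth. DMSO served as background control.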
aSyn rescue: rescues yeast growth from alpha-synuclein toxicity; Yeast expressing alpha-synuclein, growth rescue, BacTiter-Glo, 24 h; Potency, µM (titrated, usually from 46.1 µM), for inactives: top-dose growth rescue (activation), usual class: activators; 370,000 compounds, 0.14% hits; AID 652106; also: potency is read from the fitted curve at half-maximal effect; % of control where 0% means no effect; nearly all actives have a fitted effect of over 65% in size
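Readout is rescue of growth in alpha-synuclein-expressing yeast, so inhibitors of toxicity appear as activators. Growth after 24 hr at 30 deg C in galactose medium is quantified by luminescence.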
IL2 activator: IL-2 activation; activation, % (series mostly up to about 46 µM); 360,000 compounds, 0.065% hits; IL-2 activation reporter assay, cell-based qHTS; stimulated with anti-CD3/CD4/CD28 beads; in transgenic mouse T cells; in the data active = activation above about 50%; inconclusive = mostly about 30% to 49%; also: 0% is about no effect
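Readout is EGFP and DsRed signal by fluorescent plate cytometry after 18 h at 37 degrees C. Transgenic mouse T cells (750/well) received compound for 60 min before bead stimulation (anti-CD3, anti-CD4, anti-CD28); memory T cells served as non-tolerant control.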
PLK1 PBD block: inhibitors of human PLK1 polo-box domain binding; P53350; Plk1 PBD binding of FITC phosphopeptide, fluorescence polarization; Potency, µM, without a hit: max response, negative = inhibition, hits mostly inhibitors; 360,000 compounds, 2.8% hits; AID 720504; also: potency is read from the fitted curve at half-maximal effect; series mostly up to about 57 µM; % is scaled to controls: 0 for no effect and ±100 for the full control effect; nearly all actives have a fitted effect of over 65% in size
Abeta rescue: restores growth of yeast expressing A-beta42 peptide | Potency, µM (series often up to 46.1 µM), without a hit: top-dose growth rescue, actives largely listed as activators | yeast expressing A-beta42, growth rescue, OD600, 48 h; response scale: 0% DMSO, 100% iron-clioquinol control | 410,000 compounds, 0.063% hits | AID 1347071; also: potency is read from the fitted curve at half-maximal effect; nearly all actives have a fitted effect of over 55% in size
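Growth rescue measured by 600 nm absorbance after 48 h yeast culture at 30 C with compound. Values normalized between DMSO and an equimolar ferric chloride plus clioquinol control.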
PI5P4K alpha inh: blocks human PI5P4K alpha kinase activity. P48426. PI5P4Kalpha enzyme, ADP-Glo luminescence, 60 min; stronger effect = lower value. max response, %. 330,000 compounds, 1.2% hits. AID 652105; active = max response of -50% or lower; inconclusive = between -30% and -50%; inactive = -30% or higher; also: value at the top dose of about 77 µM; % is scaled to controls: 0 for no effect and ±100 for the full control effect
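Luminescence from ADP-Glo served as readout of PI5P4Kalpha activity in a qHTS format. Reaction: enzyme, substrate, compound, ATP at 5 microM final, 60 min at RT.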
WRN inhibitor: blocks human WRN helicase | Q14191 | AID 651768 | Potency, µM (top dose mostly 114 µM), for the others: at the highest dose activity change, negative = inhibition, actives largely listed as inhibitors | WRN helicase unwinding, fluorescent forked duplex, kinetic | 360,000 compounds, 0.46% hits; also: potency is read from the fitted curve at half-maximal effect; % is scaled to controls: 0 for no effect and ±100 for the full control effect; nearly all actives have a fitted effect of over 55% in size
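Kinetic red-fluorescence monitoring (525/598 nm) tracks WRN helicase activity after 100 nM fluorophore-quencher forked duplex and 2 mM ATP are added to 20 nM enzyme pretreated 15 min at room temperature with compound.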
Numbers without * were called inactive; ? = inconclusive; nt = not tested or not shown; [ ] = another dose, or the depositor's remark. Unless noted, calls follow the shape of the dose curve; as a rule, active = well fitted curve in the direction sought with a large enough effect; inconclusive = small, poorly fitted or top-dose-only effect, or another doubt; inactive = no such curve, though single readings can be large; an effect the other way counts as inactive or inconclusive.

SMILES	EPAC1 antag	EPAC1 ag	FUS yeast rescue	aSyn rescue	IL2 activator	PLK1 PBD block	Abeta rescue	PI5P4K alpha inh	WRN inhibitor
CCOc1c(OC(C)=O)ccc(/C=C2\N=C(SCC)SC2=O)c1[N+](=O)[O-]	-21%	0%	18%	-32%[inhibitor]	-0.6	30µM*	-58%[inhibitor]	?	-4%
COc1ccc(Sc2nc3ccccc3n3c(C(F)(F)F)nnc23)cc1	13%	-7%	4%	-6%	-2.8	-5%	-4%	nt	3%
CN(C)c1ccc(-c2nn3c(-c4ccccc4Cl)nnc3s2)cc1	-5%	-5%	nt	-9%	0.5	-9%	1%	4	-7%
COc1ccc(NC(=O)Cn2c3ccc(OC)cc3c3nc4n(c(=O)c32)CCS4)cc1	-7%	-13%	2%	2%	-0.5	-6%	-5%	2	0%
COc1cccc(NC(=O)CN(C)C(=O)CCNS(=O)(=O)c2ccc(C)cc2)c1	6%	0%	10%	?	0.4	-6%	0%	2	-3%
O=c1cc(Nc2ccc3c(c2)OCO3)[nH]c(=O)n1-c1ccc(Br)cc1	13%	2%	5%	-14%	-0.2	-5%	6%	nt	-15%
Cc1cc(/C=C2/NC(=O)NC2=O)c(C)n1-c1sc2c(c1C#N)CCCC2	3%	4%	29%	5%	1.2	-10%	14%	-22	-17%
CC(C)n1cnc2c(=S)nc[nH]c21	8%	-11%	-26%	-2%	-2.2	-5%	-8%	-5	-2%
Cc1nn(-c2ccccc2)c(C)c1NC(=O)COC(=O)/C=C/c1ccccc1	1%	0%	12%	-2%	-0.4	-14%	-5%	5	7%
CC(C)CCNC(=O)C(c1ccc(O)cc1)N(C(=O)C1COc2ccccc2O1)c1cccc(O)c1 (stereo not drawn)	?	-6%	25%	0%	-1.0	19µM*	12%	-11	4%
COCCCNC(=O)c1c(NC(=O)c2cccs2)sc2c1CCCC2	-8%	-3%	2%	-4%	-0.2	-2%	-2%	1	-11%[57.1 µM]
CCC(C)N(C(=O)CSc1ncnc2c1cnn2-c1ccccc1)C1CCS(=O)(=O)C1 (stereo not drawn)	-4%	2%	-12%	1%	-2.6	-1%	32%	1	5%
Cc1cc(=O)[nH]c(SCc2ccc(Cl)cc2)n1	-7%	-3%	11%	18%	-2.8	-1%	-14%	-2	-4%
CCN(CC)S(=O)(=O)c1ccc(OC(C)C)c(NC(=O)C2=COCCO2)c1	-5%	-11%	nt	15%	-0.1	0%	10%	1	0%
COC(=O)c1ccc(NC(=O)N2CCC(O)(c3cccnc3)CC2)cc1	1%	-7%	nt	-7%	-3.9	-3%	11%	3	9%
COc1cc(C)c(/C=C(\C#N)C(=O)Nc2ccc(C)cc2)cc1C(C)C	-32%	16%	8%	-4%	-2.3	-15%	-7%	5	-2%
O=C(c1ccoc1)N1CCC2(CC1)Oc1ccc(F)cc1C(=O)C21CC(c2ccccc2)=NO1 (stereo not drawn)	-6%	-3%	?	1%	-0.4	-12%	0%	5	-1%
O=C(CC1CCCC1)N1CCN(S(=O)(=O)c2cccc(Br)c2)CC1	11%	-6%	14%	11%	-1.3	3%	-10%	-4	11%
COc1ccc(OCC(O)CNC(=O)Nc2cc(F)ccc2C)cc1 (stereo not drawn)	-5%	-6%	9%	?	-0.4	8%	11%	-4	-2%
CCC1S/C(=N/C(=O)NC2CCCCC2)NC1=O (stereo not drawn)	20%	-7%	-7%	3%	-0.2	2%	20%	-1	4%
CCOP(=O)(OCC)C(NC(=O)Nc1ccc(Cl)c(Cl)c1)C(N)=O (stereo not drawn)	-25%	5%	0%	-3%	6.8	-9%	-8%	2	?
CSc1ccc(S(=O)(=O)NCC(=O)OCC(=O)N(C)CC(=O)Nc2ccc(F)cc2)cc1[N+](=O)[O-]	-8%	4%	-2%	8%	0.8	4%	7%	0	3%
CC(=O)NC(c1cc(Cl)c2cccnc2c1O)C(C)C (stereo not drawn)	?	-7%	-19%	nt	-0.6	nt	6%	nt	nt
COc1ccc(NC(=O)CC2Nc3ccccc3NC2=O)c([N+](=O)[O-])c1 (stereo not drawn)	6%	5%	-3%	-5%	-1.4	-4%	5%	-8	-7%
COC(=O)c1nc2n(n1)C(c1ccc([N+](=O)[O-])cc1)C(C(=O)Nc1ccc(Cl)cc1)=C(C)N2 (stereo not drawn)	2%	-21%	-1%	0%	1.2	1%	-10%	-11	7%
Further compounds follow:
SMILES	EPAC1 antag	EPAC1 ag	FUS yeast rescue	aSyn rescue	IL2 activator	PLK1 PBD block	Abeta rescue	PI5P4K alpha inh	WRN inhibitor
C=CCc1cccc2ccc(=O)oc12	0%	-2%	nt	-3%	-3.0	-17%	-14%	-1	-17%
CC1(C)CC(=O)C(Sc2ccccc2C(=O)O)=C(O)C1	-8%	8%	24%	-6%	-2.4	-18%	-11%	-16	-9%
O=C(CCCN1C(=O)c2ccccc2C1=O)N1CCOCC1	-9%	10%	2%	1%	0.9	-4%	4%	1	2%
Cc1ccc2nc(Cc3ccc(N)cc3)oc2c1	-3%	3%	47%	9%	-2.2	-16%	6%	1	-4%
O=C(COc1ccccc1[N+](=O)[O-])Nc1cc(Cl)ccc1C(=O)O	-2%	8%	-2%	6%	-0.2	-18%	16%	-55*	-6%
O=C(CN1C(=O)COc2ccccc21)NCCC1=CCCCC1	12%	-14%	-3%	0%	-1.4	-7%	19%	nt	3%
CCC(c1nnnn1Cc1ccccc1)N(Cc1cc2cc(OC)ccc2[nH]c1=O)CC1CCCO1 (stereo not drawn)	-6%	6%	29%	3%	-0.2	-3%	14%	1	4%
Cc1ccc(N(CC(=O)NC2CCCC2)C(=O)CCC(=O)Nc2nccs2)c(C)c1	-1%	-1%	33%	-3%	1.3	-9%	-2%	-4	4%
CCC1Oc2ccc(C)cc2N(CC(=O)NCCCN2CCCCC2C)C1=O (stereo not drawn)	-12%	-3%	14%	-4%	-3.0	-7%	3%	1	-3%
COc1cccc2cc(C(N)=O)oc12	-4%	6%	2%	7%	1.6	0%	7%	-4	-6%
C/C(=N/NC(=O)c1ccc(Br)o1)c1ccncc1	-2%	1%	2%	2%	-2.2	-3%	-11%	-6	0%
CCc1ccc(NC(=O)CNC(=O)[C@@H]2Cc3ccccc3CN2C(=O)OC(C)(C)C)cc1	-8%	-4%	28%	16%	-0.7	3%	4%	2	-3%
CC(=O)Nc1ccc(NC(=O)c2csc([C@H]3C[C@H](O)[C@@H](CO)O3)n2)cc1	-1%	-9%	-11%	-6%	-0.8	-10%	-18%	2	6%
COc1ccc(-n2c(Cc3cccn3C)nnc2SCC(=O)Nc2cc(Cl)ccc2OC)cc1	-9%	-2%	?	21%	-2.9	-4%	17%	0	-6%
CCCCCCC#Cc1cncc(C(=O)NNC(=O)Nc2cc(Cl)cc(Cl)c2)c1	-13%	-1%	34%	-2%	-2.1	-2%	3%	-1	-6%
O=C1NCCC/C1=N/Nc1cc(F)ccc1F	-14%	-13%	-11%	-37%[inhibitor]	1.4	3%	-26%	1	2%
CCOc1cc(/C=C2\N=C(SC)SC2=O)cc([N+](=O)[O-])c1OC(C)=O	-22%	-22%	19%	-17%	-1.4	?	-4%	?	?
CC(C)(C)c1csc(NC(=O)CCc2ccccc2)n1	8%	8%	1%	-44%[inhibitor]	0.2	-8%	-26%	-3	-5%
c1ccc(-c2ncnc3nc4n(c23)CCC4)cc1	-7%	3%	-19%	-6%	-0.5	-2%	-4%	nt	-1%
Cc1ccc2c(c1)Cc1nc3ccccc3nc1-2	-7%	2%	21%	-1%	-0.8	5%	-23%	-3	-6%
COc1ccccc1CNC(=O)C(=O)NCC1OCCCN1S(=O)(=O)c1ccc(F)cc1C (stereo not drawn)	0%	1%	25%	1%	-4.5	1%	20%	6	-11%
CN(C(=O)C1CCOC1)c1nnc(-c2cccnc2)s1 (stereo not drawn)	4%	7%	?	-4%	-2.0	-8%	-5%	2	3%
COc1ccc(CCNC(=O)CSc2nc3ccsc3c(=O)n2CC2CCC(C(=O)O)CC2)cc1OC (stereo not drawn)	4%	-6%	3%	0%	-2.1	-4%	-7%	2	7%
CC1CCCCN1C(=O)COc1ccc(S(=O)(=O)N2CCCC2)cc1[N+](=O)[O-] (stereo not drawn)	1%	3%	0%	0%	1.1	-1%	2%	0	-2%
CCCn1c(SC/C(O)=C(\C#N)c2nc3ccccc3[nH]2)n[nH]c1=O	14%	7%	27%	-5%	0.0	-4%	-11%	-11	-27%[57.1 µM]
COc1ccc(CCCN2CCC(CN3C(=S)NC[C@@H]3Cc3ccccc3)CC2)cc1OC	-5%	2%	-9%	1%	-0.7	-22%	-10%	-1	-2%
COc1ccc2c(c1OC)C(=O)O[C@@H]2[C@H]1c2c(cc3c(c2OC)OCO3)CCN1C	-12%	-14%	-8%	7%	-0.1	nt	-5%	nt	nt
O=S(=O)(NC1CCCCC1)c1cccc2nsnc12	?	8%	4%	3%	0.9	-8%	-9%	0	-4%
C=C(C)c1cccc(C(C)(C)NC(=O)NC2CCN(Cc3ccccc3)CC2)c1	-13%	-8%	-8%	1%	-0.7	-20%	-11%	11	-10%
Cc1c(Cl)ccc(S(=O)(=O)NCCCn2ccnc2)c1Cl	11%	3%	9%	1%	0.6	-1%	-8%	-6	0%

5 records picked at random from the list so far:
SMILES	EPAC1 antag	EPAC1 ag	FUS yeast rescue	aSyn rescue	IL2 activator	PLK1 PBD block	Abeta rescue	PI5P4K alpha inh	WRN inhibitor
CC1(C)CC(=O)C(Sc2ccccc2C(=O)O)=C(O)C1	-8%	8%	24%	-6%	-2.4	-18%	-11%	-16	-9%
COc1cccc2cc(C(N)=O)oc12	-4%	6%	2%	7%	1.6	0%	7%	-4	-6%
O=C1NCCC/C1=N/Nc1cc(F)ccc1F	-14%	-13%	-11%	-37%[inhibitor]	1.4	3%	-26%	1	2%
COc1ccc(CCNC(=O)CSc2nc3ccsc3c(=O)n2CC2CCC(C(=O)O)CC2)cc1OC (stereo not drawn)	4%	-6%	3%	0%	-2.1	-4%	-7%	2	7%
Cc1ccc(N(CC(=O)NC2CCCC2)C(=O)CCC(=O)Nc2nccs2)c(C)c1	-1%	-1%	33%	-3%	1.3	-9%	-2%	-4	4%
